# H9c2 TAG inh = triacylglycerol accumulation inhibition. inhibition, % at 12.5 µM. 230,000 tested, 0.66% active. H9c2 cells, Nile Red lipid (TAG) fluorescence; cells loaded with 200 µM oleic acid;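 active = pattern-corrected inhibition of lipid staining of at least 50% with the nuclear-stain viability signal not falling by more than 50%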;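 also: 0% = DMSO wells and 100% = triacsin C control wells; some results filed as inactive read as strong as hits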
# H9c2 TAG inh DAPI viability = also measured in H9c2 TAG inh; calls as there; DAPI nuclei signal change (viability), lower = more cytotoxic, %;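 whole-well DAPI fluorescence read on a plate reader as a viability signal; minus 50 percent equals half of cells still viable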
# Starred values were filed as active, the others as inactive. This is a subset; count on the stated rates, not on these rows.
# Each structure is followed by: H9c2 TAG inh | H9c2 TAG inh DAPI viability
CN(Cc1ccccc1)C(=O)C1CCCN(Cc2ccc(Cl)cc2)C1 (configuration not stated)
    29 | 3
CN(C)CCN(C(=O)c1ccc(C(=O)c2ccccc2)cc1)c1nc2cc3c(cc2s1)OCCO3
    19 | 0
COc1ccc(C(=O)C2CC2c2ccc3c(c2)OCO3)cc1 (configuration not stated)
    -2 | -5
Cc1c(C#N)c(O)n(CCO)c(=O)c1N=Nc1ccc(S(N)(=O)=O)cc1
    4 | -6
O=c1[nH]c2c(c(=O)[nH]1)CCCCCC2
    -1 | -2
COc1ccc([C@H]2CN(c3ccc(OC)cc3)C(=O)[C@@H]2CC(=O)Nc2ccc(Br)cc2)cc1
    -16 | 0
Cc1ccc2ncc(NC(=O)c3ccc(F)cc3)c(=O)n2c1
    -3 | -1
C[C@H](NC(=O)c1ccccc1Cl)C(=O)OC(C(=O)Nc1cc(C(F)(F)F)ccc1Cl)c1ccccc1 (some centres not stated)
    -4 | 4
O=C(CCC(=O)c1cccs1)NNC(=O)c1ccc(Cl)cc1
    3 | 7
O=C1c2ccccc2NC(c2ccccc2)N1CCCN1CCOCC1 (configuration not stated)
    -10 | 11
O=C(N1CCCCCC1)N1CCN(C(=O)N2CCOCC2)CC1
    1 | 0
CC[C@H](C)[C@H](NC(=O)OCc1ccccc1)C(=O)OCC(=O)N(C)CC(=O)Nc1ccccc1Cl
    -9 | -1
CC1CC(C)CN(c2ccc([N+](=O)[O-])nc2)C1 (configuration not stated)
    -2 | -3
Cc1cccc(N2CC(C(=O)Nc3nnc(SCC(=O)N4CCOCC4)s3)CC2=O)c1 (configuration not stated)
    -6 | -7
COc1ccc(C2C(C(=O)Nc3cccc(C)n3)c3ccccc3C(=O)N2C)cc1 (configuration not stated)
    1 | 4
CCn1c(-c2cccn(Cc3ccc(Cl)cc3Cl)c2=O)n[nH]c1=S
    11 | -5
O=C(CSc1nnnn1-c1ccc(F)cc1)NC1CCCCC1
    -9 | 27
O=C(c1ccc(=O)[nH]n1)N1CCN(S(=O)(=O)c2ccccc2F)CC1
    2 | -2
Cc1ccc(N(C(=O)c2ccc3c(c2)OCO3)C2C=CS(=O)(=O)C2)cc1C (configuration not stated)
    13 | -2
O=C(Nc1ccc2c(c1)[C@@H]1C[C@@H](CC(=O)N3CCOCC3)O[C@@H](CO)[C@@H]1O2)NC1CCCC1
    -10 | 10
COc1ccc(NC(=O)CSCC(=O)N(C)Cc2c(F)cccc2Cl)cc1
    -10 | 1
CC(C)OCCCNC(=O)c1ccc2c(c1)ncn2C1CCCC1
    6 | -1
CCSCc1nnc(SCC(=O)Nc2nccs2)n1CC
    15 | -12
Cc1cc(C)nc(NC(=O)c2ccc(OC(C)C)cc2)n1
    2 | 3
Cc1ccc(S(=O)(=O)CCC(=O)NCCC2=CCCCC2)cc1
    6 | 1
Cc1ccc(-c2csc(NC(=O)COc3ccc(N(C)S(=O)(=O)c4ccc(C)cc4)cc3)n2)cc1
    11 | 19
Cc1ccc(NC(=O)CN(C)C(=O)COC(=O)COc2cc(C)cc(C)c2)cc1
    11 | 1
CCN(CC(=O)Nc1ccc(NC(C)=O)cc1)C(=O)/C=C/c1ccc([N+](=O)[O-])cc1
    10 | 0
COc1cc(C(=O)Oc2ccccc2/C=N/NC(=O)c2ccc(Cl)cc2)cc(OC)c1OC
    22 | -25
Cc1cc(C)c(C#N)c(SCc2nnc(-c3ccccc3[N+](=O)[O-])o2)n1
    1 | -12

# A draw from above in order of molecular weight, highest first.
# Each structure is followed by: H9c2 TAG inh | H9c2 TAG inh DAPI viability
Cc1ccc(-c2csc(NC(=O)COc3ccc(N(C)S(=O)(=O)c4ccc(C)cc4)cc3)n2)cc1
    11 | 19
CCn1c(-c2cccn(Cc3ccc(Cl)cc3Cl)c2=O)n[nH]c1=S
    11 | -5
Cc1cc(C)c(C#N)c(SCc2nnc(-c3ccccc3[N+](=O)[O-])o2)n1
    1 | -12
Cc1ccc(S(=O)(=O)CCC(=O)NCCC2=CCCCC2)cc1
    6 | 1

# (cont.)
# Each structure is followed by: H9c2 TAG inh | H9c2 TAG inh DAPI viability
CCN1CCN(C(=O)c2ccc(OCC(=O)Nc3ccc(F)cc3)c(OC)c2)CC1
    -10 | -9
O=C(OC(C(=O)NCc1ccc2c(c1)OCO2)c1ccncc1)c1ccc(Cl)nc1 (configuration not stated)
    -14 | -3
CCOc1cc(/C=C2/C(=N)N3OC(C)=CC3=NC2=O)ccc1OCCOc1ccccc1
    -38 | 7
Cc1cc(C(=O)COC(=O)Cc2ccc(Br)cc2)c(C)n1C
    -6 | 9
CC(Oc1ccc(F)cc1)C(=O)Nc1cc(S(=O)(=O)N2CCCCC2)ccc1N1CCOCC1 (configuration not stated)
    10 | -6
CCN(CC1COc2ccccc2O1)C(=O)CN1C(=O)NC(C)(c2ccccc2)C1=O (configuration not stated)
    19 | -2
C=CCc1c(C)nc2c(OC)cccc2c1Cl
    -14 | 2
COCCNC(=O)C(c1ccccc1)N(CCOC)C(=O)Cn1nnc2ccccc21 (configuration not stated)
    -8 | -4
CCc1ccc2nc(N(CCCN(C)C)C(=O)c3ccc(S(=O)(=O)N4CCCc5ccccc54)cc3)sc2c1
    15 | -7
COCCn1c(SCc2ccc(OC)c(F)c2)nc2ccccc2c1=O
    -35 | 4
CCN(C(=O)CSc1nc2cc(Cl)ccc2c(=O)n1CC(C)C)C1CCS(=O)(=O)C1 (configuration not stated)
    0 | -5
O=C(Cn1ccc(C(F)(F)F)n1)N/N=C/c1ccc2c(c1)OCO2
    -7 | 10
CCCn1c(SCC(=O)NCCc2ccccc2)nnc1-c1cccnc1
    -1 | 3
O=C(Nc1ccccc1O)/C(=C\c1ccccc1)NC(=O)c1ccccc1
    8 | -25
COCCC(=O)Nc1ccc2c(c1)CN(C(=O)CCOC)CC2
    9 | -4
CCOC(=O)c1sc(N)c(C(=O)OCC)c1C
    0 | -6
COc1ccc(CC2(C)OC(c3ccc([N+](=O)[O-])cc3)=NN2C(C)=O)cc1 (configuration not stated)
    -1 | -5
CCOC(=O)c1nc(Nc2ccc(C)cc2)c2ccccc2n1
    5 | 3
COCCN(C(=O)COC(=O)CCS(=O)(=O)c1ccccc1)c1c(N)n(Cc2ccccc2)c(=O)[nH]c1=O
    14 | 4
C=CCn1ccc(=O)nc1SC
    -3 | 1
CCCCNC(=O)C1(C)CCN1C(=O)c1ccc2sccc2c1 (configuration not stated)
    1 | -1
O=c1c(-c2ccccc2)n[nH]c2ccccc12
    7 | -15
CC1C(=O)N(Cc2cn(CC3CCCCC3)nn2)CCS(=O)(=O)N1Cc1ccc(-c2cccc(N(C)C)c2)cc1 (configuration not stated)
    -17 | -1
O=C(NCc1ccc2c(c1)OCO2)C1CCC(CNS(=O)(=O)c2cccc3nsnc23)CC1 (configuration not stated)
    1 | -1
COc1cc(Nc2ccc(S(=O)(=O)N3CCN(C)CC3)cc2[N+](=O)[O-])cc(OC)c1
    -2 | 8
CCCCCCSc1nc2c(c(=O)[nH]c(=O)n2C)n1C
    -9 | -2
O=[N+]([O-])c1cccc(COc2ccccc2CN2CCCCC2)c1
    -7 | 4
Cc1nn(Cc2ccccc2)c(C)c1CNC(=O)[C@H](C)N=C1NS(=O)(=O)c2ccccc21
    4 | -1
CCOC(=O)C1=C(C)N(C)C(=S)NC1c1c(OCC)ccc2ccccc12 (configuration not stated)
    -9 | -13
CCc1nc2c(OCC3CCCCC3)cccn2c1N(C)C(=O)c1ccccc1F
    13 | -14

# Complete entries, quoted from the list. Order of screens: H9c2 TAG inh, H9c2 TAG inh DAPI viability
# `O=C(Nc1ccccc1O)/C(=C\c1ccccc1)NC(=O)c1ccccc1` reads 8, -25
# `C[C@H](NC(=O)c1ccccc1Cl)C(=O)OC(C(=O)Nc1cc(C(F)(F)F)ccc1Cl)c1ccccc1` (some centres not stated) reads -4, 4
# `O=C(OC(C(=O)NCc1ccc2c(c1)OCO2)c1ccncc1)c1ccc(Cl)nc1` (configuration not stated) reads -14, -3
# `Cc1ccc2ncc(NC(=O)c3ccc(F)cc3)c(=O)n2c1` reads -3, -1
# `O=[N+]([O-])c1cccc(COc2ccccc2CN2CCCCC2)c1` reads -7, 4

# Going on with the list.
# Each structure is followed by: H9c2 TAG inh | H9c2 TAG inh DAPI viability
O=C1CC2(CCCCCC2)Oc2ccc(Cl)cc21
    1 | 1
CC1=Nn2c(nnc2-c2n[nH]c3c2CCC3)SC1
    8 | -16
O=C(NNC(=O)C1CC(c2cccnc2)=NO1)Nc1cccc(F)c1 (configuration not stated)
    -5 | -2
O=C(N/N=C/c1ccc(F)cc1)c1ccccc1
    -3 | 9
CC(=O)c1c(C)n([O-])c2cc(F)c(F)cc2[n+]1=O
    3 | 4
CC(C)OCCCNC(=O)CN1C(=O)c2cccc3cccc1c23
    9 | 8
CC(O)(c1cccc(F)c1)c1nc(-c2cccc(F)c2)cs1 (configuration not stated)
    -48 | -1
O=C(CCC1CCCN(C(=O)COc2ccccc2)C1)N1CCN(c2ccccn2)CC1 (configuration not stated)
    -11 | 0
Cc1ccc(S(=O)(=O)NC2(C(=O)O)CCCC2)cc1
    7 | 0
COc1ccc(CCNC(=O)CSc2nncs2)cc1
    1 | 5
O=C(COC(=O)C1CC1)NC(=O)NCc1ccccc1
    -12 | 3
CCCCCC(=O)Nc1cc(S(=O)(=O)N2CCOCC2)ccc1N1CCN(C)CC1
    -14 | 4
CCOC(=O)N/N=C/c1ccc(Oc2ccccc2)cc1
    20 | -7
COC(=O)N1CCN(c2ccc(C)cc2)C(C)C1 (configuration not stated)
    8 | -12
C/C(=N\OCC(=O)NC(C)C)c1cccs1
    5 | -10
C#Cc1ccc([C@H]2C=C(C(=O)N3CCN(Cc4ccccc4)CC3)O[C@@H](OCc3ccc(CO)cc3)C2)cc1
    -3 | 2
N#Cc1c(C(F)(F)F)cc(Cc2ccccc2)nc1SCC(=O)NCC(=O)O
    11 | -6
Cn1ccnc1SCC(=O)NC1CCCCC1
    0 | 5
COCCCNC(=O)C(=O)Nc1ccc2c(c1)N(S(=O)(=O)c1cccs1)CCC2
    54* | -23*
O=C(Nc1nc(-c2ccc3ccccc3c2)cs1)c1ccc(N2C(=O)CCC2=O)cc1
    5 | 13
COc1ccc(CCNC(=O)C(=O)NCC2OCCN2S(=O)(=O)c2ccc(Cl)cc2)cc1 (configuration not stated)
    -1 | -10
Cc1cnc(CNC(=O)C2CCC(=O)N(Cc3ccc(Cl)cc3)C2)[nH]1 (configuration not stated)
    -12 | 11
O=C(CSc1ncnc2nc[nH]c12)Nc1ccc(Br)cc1Cl
    -9 | 5
COc1ccccc1CCNC(=O)C(=O)Nc1cc2c3c(c1)CC(=O)N3CCC2
    5 | 6
N#CCCn1cc(C(=O)Nc2ccc(C(=O)O)cc2)c(-c2cccc(Br)c2)n1
    5 | -1
O=C(c1ccco1)N1CCN(C(c2ccc(F)cc2)c2nnnn2Cc2cccs2)CC1 (configuration not stated)
    1 | 2
Cc1ccc(C(=O)N2CCC(N3CCC(C(=O)N4CCOCC4)CC3)CC2)cc1C
    9 | -9
COc1ccccc1NC(=O)c1ccc(S(=O)(=O)N(C)C)cc1
    3 | -2
CCc1cc(C(=O)N2CCCC(CCC(=O)N3CCN(c4ccccn4)CC3)C2)no1 (configuration not stated)
    -9 | 7
Cc1ccc(/C=N/NC(=S)Nc2cccc(S(=O)(=O)N(C)C)c2)o1
    66* | -39*

# The closing two compounds of the section before are carried over, then new ones follow:
# Each structure is followed by: H9c2 TAG inh | H9c2 TAG inh DAPI viability
CCc1cc(C(=O)N2CCCC(CCC(=O)N3CCN(c4ccccn4)CC3)C2)no1 (configuration not stated)
    -9 | 7
Cc1ccc(/C=N/NC(=S)Nc2cccc(S(=O)(=O)N(C)C)c2)o1
    66* | -39*
Cc1cc(C(=O)Nc2ccc(S(=O)(=O)N3CCCC3)cc2)no1
    -8 | -2
CCOC(=O)C1CCN(C(=O)Nc2cccc(Cl)c2)CC1
    0 | 5
COc1ccc(NC(=O)CCCc2ccccc2)c(OC)c1
    -9 | 7
COc1ccc2cc(Br)ccc2c1CC(=O)NC1CC(C)(C)NC(C)(C)C1
    64* | -15*
Cc1cccnc1CCNCc1c(C(=O)N2C[C@@H](C)O[C@@H](C)C2)nc2ccc(Cl)cn12
    -5 | 1
CSc1ccccc1NC(=O)c1cc2ncc(Br)cn2n1
    13 | -5
CC(C)(C)c1nnc(NC(=O)Nc2ccc(Cl)cc2)s1
    13 | -6
CCCN(CC(=O)Nc1ccc(F)c(F)c1F)C(=O)c1ccc2c(c1)NC(=O)CS2
    -12 | 3
CN(Cc1ccccc1)S(=O)(=O)c1ccc(Cl)c(C(=O)NCCCN2CCOCC2)c1
    -47 | 10
CC(C)(C)n1cnc2cc(NCc3cccs3)ccc21
    -8 | -5
COc1ccc(C(=O)N2CCC(C(=O)c3ccc(F)cc3)CC2)cc1
    8 | -1
COc1cccc(NC(=O)COc2ncnc3sc(C)c(C)c23)c1
    7 | -5
COc1ccc(C2C(C(=O)c3sc(C)nc3C)=C(O)C(=O)N2CCCn2ccnc2)cc1 (configuration not stated)
    -2 | -3
O=C(Nc1cccc(S(=O)(=O)N2CCCC2)c1)c1ccncc1
    -12 | 5
Cc1nn(-c2ccccc2)c(N)c1C1(O)C(=O)Nc2ccc([N+](=O)[O-])cc21 (configuration not stated)
    -2 | -2
CCOc1c(Nc2cccc(Cl)c2)c(=O)c1=O
    -8 | 8
CC(C)NC(=S)NN(c1ccccc1)c1ccccc1
    -12 | -2
CCOC(=O)Cn1c(=O)c2c(nc(Br)n2CC(=O)OCC)n(C)c1=O
    -7 | 9
COC(=O)/C=C/COc1ccccc1[N+](=O)[O-]
    10 | 5
CCCCCCn1c(=O)n2n(c1=O)C[C@]1(OC(=O)NC3CCCC3)CN(S(=O)(=O)c3ccc(C)cc3)C[C@]1(O)C2
    -4 | -1
O=c1c(Cc2c(F)cccc2Cl)c(O)ccn1CCCN1CCOCC1
    13 | 6
CCc1ccc(NC(=O)N[C@H](C(=O)O)C(C)CC)cc1 (some centres not stated)
    4 | 0
